From PubChem
Pf Dd2 growth: Plasmodium falciparum Dd2 growth inhibition; P. falciparum Dd2 growth, SYBR Green, 72 h; Potency, µM (doses to about 28.9 µM), inactives show top-dose activity, negative = inhibition, actives largely listed as inhibitors; 4.3% of 120,000 active; AID 1347417; active means well fitted inhibition curve with a large enough effect; inconclusive means small, poorly fitted or top-dose-only effect; inactive means no such curve, though single readings can be large or run the other way;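 further: plate controls were DMSO vehicle for no effect and reference drug for full effect; nearly all actives have a fitted effect of over 65% in size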
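Infected erythrocytes (Dd2, 0.3% parasitemia, 2.5% hematocrit final) are added to compound in RPMI-1640/Albumax II medium, grown 72 h at 37C in low oxygen, then lysed with saponin/Triton-X containing SYBR Green and read by fluorescence.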
Starred values were filed as active, the others as inactive; i = inactive; ? = inconclusive; [ ] = dose if it differs, or a comment. Potency means the concentration at half of the fitted maximal effect. These rows are one share of the data; count on the stated rates, not on these rows.

SMILES	Pf Dd2 growth
COc1cc(N2C[C@H]3OC(=O)N(Cc4ccccc4OC)[C@H]3C2)ncn1	-6.5%
O=C1NCCOCCN(S(=O)(=O)c2ccccc2)[C@H]2CCC[C@@H]12	20.2%
COc1ccc(S(=O)(=O)N2C[C@@H](F)C[C@H]2C(=O)N2CCc3ccccc3C2)cc1	-5.9%
CNc1cc(C(=O)NCc2cccnc2N(C)Cc2ccccc2)ccn1	-14.7%
Cc1occc1C(=O)NC1CCc2nn(C)c(=O)n2CC1 (configuration not stated)	11.8%
O=C1Nc2ccccc2CC12CCCCN2Cc1ccc(OC(F)(F)F)cc1 (configuration not stated)	i
Cc1ccc(-c2nc3n(n2)C(c2ccccc2C)C=C(c2ccc(Cl)cc2)N3)cc1 (configuration not stated)	5.01µM*
O=C(c1cc2sccc2[nH]1)N1CCCn2nc(C(O)CO)cc2C1 (configuration not stated)	-4.2%
Cc1n[nH]c(C)c1S(=O)(=O)N(CC(=O)NC(C)c1ccccc1)c1ccc(C(C)C)cc1 (configuration not stated)	-15.9%
O=C(Nc1ccc(F)cc1)Nc1cccc(-c2ccc(N3CCOCC3)nn2)c1	i
O=[S+]1([O-])CCCN1C1CCN([S+](=O)([O-])c2cccc(C(F)(F)F)c2)CC1	0.6%
Cc1nc(-c2cccnc2)ncc1C(=O)N1CC[C@](C)(O)C(C)(C)C1	9.4%
COCc1noc([C@@H]2CC(F)(F)CN2C(=O)c2c(C)noc2C)n1	-17.2%
CCc1cc(C(=O)NCc2ccccc2)no1	85.4%[activator]
O=C(Cc1c[nH]c2ncc(-c3cccnc3)cc12)NC1CCOCC1	i
CCCNC(=O)C12CCCC=C1N(CC)C(=O)CC2 (configuration not stated)	14.7%
CCN(CC)c1ccc(NC(=O)CN2CCN(S(=O)(=O)c3cc(Cl)ccc3OC)CC2)cc1	?
Cc1ccc(NC(=O)c2cc3n(n2)CC(c2ccc(Cl)cc2)OC3)cc1F (configuration not stated)	-12.2%
Cc1noc(Cn2c(=O)c3cc4c(cc3n(CC(=O)Nc3ccc(C(C)C)cc3)c2=O)OCO4)n1	12.6µM*
Cc1ccc2cccc(NC(=O)COc3cc(C)c(Cl)c(C)c3)c2n1	29.6%
Cc1nc(-c2cccs2)cc([C@H]2CN3CC[C@H]2C[C@@H]3COC(=O)Nc2ccc(C(C)C)cc2)n1	7.08µM*
O=C(CC1COCCN1C(=O)c1ccc2nccnc2c1)N1CCCC1 (configuration not stated)	18.6%
CN1CCN(C(=O)c2cnn(-c3cccc(Cl)c3)c2C2CCN(C(=O)OC(C)(C)C)CC2)CC1	?
Cc1cccc(NC(=O)Cn2c(=O)n(Cc3ccc4c(c3)OCO4)c(=O)c3oc4ccccc4c32)c1C	6.0%
CCCc1nn(-c2cccc(F)c2)c(OC(C)=O)c1-c1ccc(NC(C)=O)cc1	?
CN(C)c1ccc(NC(=O)Cn2nc3n(c2=O)CCCC3)cc1	-3.3%
COc1cccc(NC(=O)Cn2c(=O)c3cccn3c3ccc(F)cc32)c1	-6.7%
C[C@@H](NC(=O)C1=C[C@@H](NC(=O)Cc2cccs2)[C@@H](O)[C@H](O)C1)C(N)=O	10.3%[44.1 µM]
CCCNC(=O)N(C1CCOCC1)C1CCN(C(=O)c2nn(C)c3ccccc23)CC1	24.0%
C[S+](=O)([O-])N1Cc2ccccc2CC12CN(C(=O)c1ccccc1F)C2	-21.9%
COc1ccc(CNC(=O)[C@H]2CCC[C@H]2NC(=O)c2ccc(OC)nc2)cc1	-10.5%
O=C(C[C@@H]1CCNC[C@@H]1Cc1cc(COc2ccccc2)on1)NCc1ccc(F)cc1	?
Cc1ccc(CSc2nc(-c3ccccc3C)nc3c2Cc2c(CO)cnc(C)c2O3)cc1	5.01µM*
Cc1nc(C)c(C(=O)N2CC(C)(C)C(C)(O)C2)s1 (configuration not stated)	-19.6%
CC1CCN([C@@H]2[C@H](O)[C@H](CO)O[C@@H]2CNC(=O)c2ccccc2)CC1	-16.1%[44.1 µM]
CC(C)N1CCN(C(=O)c2cc3cn(C4CC4)cc3s2)CC1	?

As a short view, five of the compounds above.
SMILES	Pf Dd2 growth
COc1cc(N2C[C@H]3OC(=O)N(Cc4ccccc4OC)[C@H]3C2)ncn1	-6.5%
O=C1NCCOCCN(S(=O)(=O)c2ccccc2)[C@H]2CCC[C@@H]12	20.2%
COc1ccc(S(=O)(=O)N2C[C@@H](F)C[C@H]2C(=O)N2CCc3ccccc3C2)cc1	-5.9%
CNc1cc(C(=O)NCc2cccnc2N(C)Cc2ccccc2)ccn1	-14.7%
Cc1occc1C(=O)NC1CCc2nn(C)c(=O)n2CC1 (configuration not stated)	11.8%

(more compounds)
SMILES	Pf Dd2 growth
Cc1c(Cl)cccc1NC(=O)C(=O)NCCc1csc(-c2cccc(F)c2)n1	i
Cn1ncc(N2CCC(NC(=O)C3CCOC3)CC2)cc1=O (configuration not stated)	-1.2%
CCc1cccc(C)c1Nc1nn2c(=O)c3ccccc3nc2s1	i
COc1ccccc1-c1[nH]nc2ncc(C(=O)N3C[C@@H](C)O[C@@H](C)C3)nc12	?
CCc1nncn1C1CCN(S(=O)(=O)c2ccc(F)cc2)CC1	-11.4%
OC1(c2nc(Nc3cccc(C(F)(F)F)c3)n[nH]2)CCOCC1	0.0%[44.1 µM]
COC1CCC(C(=O)N2CCC3(CC2)OC(=O)N(CCOc2ccccc2)C3(C)c2cccnc2)CC1 (configuration not stated)	i
COCC1CCN(C(=O)c2coc(COc3cccc(F)c3)n2)C1 (configuration not stated)	-1.8%
O[C@H]1CC[C@@H](Cc2cc(-c3ccccn3)on2)O[C@@H]1CN(Cc1ccccc1)Cc1ccccc1	i
Cc1cccc(CN2CCCC(O)(CN3CCOCC3)C2=O)c1 (configuration not stated)	-12.0%
COc1ccc(-c2cn3c(n2)N(C(=O)c2cccs2)CCC3)cc1	?
CCCn1ccc2c(OCC(=O)Nc3ccc(F)cc3F)cccc2c1=O	-9.1%
CCCOc1ccc(-c2cc(C(F)(F)F)c(C#N)c(SCCC(=O)O)n2)cc1	6.8%
CCn1ncc(C(=O)N2C[C@@H](COC)[C@H](c3nc(C)no3)C2)c1C	26.3%
CCN(CC)CCCNC(=O)c1ccc(-c2nc(CN3CCc4ccccc43)c(C)o2)cc1	?
Cc1ccc(CNC(=O)c2ccc3c(c2)CN(Cc2cccc(F)c2)CCO3)cc1	-8.9%
CCCn1c(C)cnc1CC1CCN(C(=O)C2CC2)C1 (configuration not stated)	-11.6%
CN1c2ccc(Cl)cc2-c2nc(SCC(=O)NCc3ccccc3)ncc2S1(=O)=O	16.9%
COc1ccc(-c2cc(-c3ccncc3)cn3cncc23)cc1	10µM*
COc1ccccc1C(=O)NC[C@H]1Cn2c(-c3ccc(Cl)cc3)cnc2CO1	11.2µM*
Cc1ccc(C2Cn3cnc(C(=O)N4CCC(C(=O)NCc5ccccc5)CC4)c3CO2)cc1 (configuration not stated)	?
COCCN1CCC(N2CCN(C(=O)Cc3ccc(F)cc3)CC2)C1=O (configuration not stated)	-25.5%
CCOC(=O)c1scc(-c2ccc(C)cc2)c1S(=O)(=O)N1CCN(c2ccccc2F)CC1	?
CCOc1cccc(CNC(=O)C2CCN(c3cc(C(F)(F)F)ncn3)CC2)c1	-25.3%
CCN1C(=O)CCC2(C(=O)Nc3ccc(OC)cc3OC)CCCC=C12 (configuration not stated)	i
CCn1cc2nc(SCc3ccc(C)cc3)n(CCc3ccccc3)c(=O)c2n1	?
Cc1ccccc1CSc1nc2c(sc3ccccc32)c(=O)n1CCCOC(C)C	?
O=C(c1cc(-c2ccc(F)cc2)nc2ccccc12)N1CCC(c2nc(C3CCOCC3)no2)C1 (configuration not stated)	?
CCN(C(=O)c1cccn(Cc2ccccc2C)c1=O)c1ccccc1	-0.7%
COc1ccc(N2CCN(c3oc(-c4ccccc4C)nc3S(=O)(=O)c3ccccc3)CC2)cc1	?
NC(=O)c1cnc2n1CCN(C(=O)c1cnnn1-c1ccccc1)C2	-11.9%
CCn1ncc(N2CCC(NC(=O)CC3CCCC3)CC2)cc1=O	3.1%
Cc1ccc(NC(=O)Nc2nnc(N3CCCC3)s2)cc1	i
COc1cc(CNc2ccc3[nH]c(=O)[nH]c3c2)cc(Cl)c1OCc1ccccc1F	-16.7%
COc1ccc(-n2c3c(c(=O)[nH]c2=O)C(NC(C)=O)(C(F)(F)F)C(=O)N3)cc1 (configuration not stated)	38.8%[activator]
O=C(Cn1c(=O)nc(-c2ccccc2)c2ccccc21)Nc1cccc(C(F)(F)F)c1	6.4%
Cc1ccc(C2=NC3(CCN(C(=O)COc4ccc(Cl)cc4)CC3)ON2)cc1	?
Cc1ccccc1CNC(=O)c1nnn2c1COC(c1ccc(Cl)cc1)C2 (configuration not stated)	i
CCOc1ccc(CCNC(=O)CCSCc2ccc(Cl)cc2)cc1OCC	17.4%
O=S(=O)(N[C@H]1CO[C@H]2[C@@H]1OC[C@@H]2n1nnnc1Oc1cccc(N2CCOCC2)c1)c1cccs1	0.8%
CCN(C(=O)c1cc2c(Cl)nc3ccccc3c2s1)c1cccc(Cl)c1	10µM*
CCOC(=O)C1CCN(C(=O)Cn2c(=O)cc(C)c3c(C)nn(C)c32)CC1	-16.2%
CCC1CCCCN1CCCNC(=O)CN1C(=O)c2cccnc2Oc2ccc(C)cc21 (configuration not stated)	i
Cc1ccc(Cn2cc(/C=C(/C#N)C(=O)Nc3cccc(Cl)c3)c3ccccc32)cc1	?
CN(CCn1ccnc1-c1ccc(CO)o1)S(C)(=O)=O	3.7%
O=C1CCC2(C(=O)Nc3ccc(F)cc3F)CCCC=C2N1c1ccccc1 (configuration not stated)	i
O=C(CC1CCCN(c2cn[nH]c(=O)c2)C1)NCc1cccs1 (configuration not stated)	50.3%[activator]
O=C(NCc1ccc(Cl)nc1)c1cnn2c1CN(C(=O)c1ccccc1)CC2	-9.1%

5 structures from above, ordered by heavy-atom count, low to high:
SMILES	Pf Dd2 growth
CN(CCn1ccnc1-c1ccc(CO)o1)S(C)(=O)=O	3.7%
Cc1ccccc1CNC(=O)c1nnn2c1COC(c1ccc(Cl)cc1)C2 (configuration not stated)	i
O=C(NCc1ccc(Cl)nc1)c1cnn2c1CN(C(=O)c1ccccc1)CC2	-9.1%
CCC1CCCCN1CCCNC(=O)CN1C(=O)c2cccnc2Oc2ccc(C)cc21 (configuration not stated)	i
O=S(=O)(N[C@H]1CO[C@H]2[C@@H]1OC[C@@H]2n1nnnc1Oc1cccc(N2CCOCC2)c1)c1cccs1	0.8%

Next part.
SMILES	Pf Dd2 growth
CCOC(=O)c1ccccc1NS(=O)(=O)c1c(-c2ccc(C)cc2)csc1C(=O)OC	?
O=C(Cn1nnnc1-c1ccccc1F)Nc1ccc(F)c(F)c1	3.2%
COc1ccc(C(=O)N2CCC3(CC2)N=C(c2ccc(Cl)cc2)NO3)cc1	i
O=C(CSc1nc(-c2ccccc2)cc(=O)[nH]1)Nc1ccccc1F	35.4%[activator]
Cc1ccc(Cl)cc1NC(=O)CN1C=NS(=O)(=O)c2ccccc21	0.9%
Cc1ccc(OCC(=O)NCC2Cn3cccc3C(=O)N2C)cc1 (configuration not stated)	-4.9%
Cc1cccc(OCCc2noc(C3CCCNC3)n2)c1 (configuration not stated)	5.01µM*
COc1ccc(C(=O)N2CCCC(Cc3nc(C4CCOCC4)no3)C2)cc1OC (configuration not stated)	-6.8%
CCN(CC)CCCNc1cc(-c2ccccc2)nc(C)n1	-26.9%
O=C(Cn1c(=O)n(Cc2ccc3c(c2)OCO3)c(=O)c2oc3ccccc3c21)Nc1ccccc1F	-17.9%
Cc1noc(-c2cn(C3CCCN(C(=O)c4cccc(OC(F)(F)F)c4)C3)nn2)n1 (configuration not stated)	i
Cc1ccccc1Cc1c(C)nc2nc(SCC(=O)NCCc3ccc(Cl)cc3)nn2c1C	18.2%
COc1ccc(N=C2S[C@H]3[C@H]([C@@H](O)[C@H](O)C[C@@H]3C(N)=O)N2Cc2cccs2)cc1	-16.0%[44.1 µM]
C#CCn1c(/C=C/c2ccc(Cl)cc2)nc2ccccc21	i
CCCn1cc2c3c(cccc31)CN(C(=O)Cc1ccc(OC)cc1)CC2	?
CCc1cc(=O)n(CC(=O)Nc2ccc(C)c(F)c2)c(N2CCOCC2)n1	i
Cc1nc2ccc(S(=O)(=O)CCC(=O)Nc3ccc(C(C)C)cc3)cc2s1	-5.2%
Cn1c(CCNC(=O)C2CC(=O)N(c3n[nH]c4ccccc34)C2)nc2ccccc21 (configuration not stated)	-9.2%
COc1ccc(OC)c(-c2noc(Nc3cccc(F)c3)n2)c1	?
CC1CCCCN1CC(=O)N1CCCc2c1c(=O)oc1ccc(OCc3ccccc3)cc21 (configuration not stated)	?
COc1ccc(OC2CCN(C(C)=O)CC2)c(C(=O)NCc2snnc2C)c1	?
COc1ccc(-c2nc(C3CC(=O)N(C4CCCCC4)C3)no2)cc1 (configuration not stated)	61.1%[activator]
O=C(NCc1ccccc1)C1=NO[C@@H]2CN(Cc3ccc(F)c(F)c3)C[C@H]12	7.0%[44.1 µM]
CCOc1ccccc1C(=O)N(Cc1ccccc1F)C1CCS(=O)(=O)C1 (configuration not stated)	3.6%
CCCN1CC[C@@H](CO)N(C)c2nc(C)ccc2C1	?
C[C@H]1CN(C(=O)c2nn(C)c3ccccc23)C[C@@H]1c1nc(-c2cccnc2)no1	i
Cc1cn2c(=O)cc(COc3cc(C)c(Cl)c(C)c3)nc2s1	41.2%
CC(C)Cc1nc2nccc(-c3ccccn3)n2n1	-14.0%
O=C(N[C@@H]1CCC[C@@H]1C(=O)NCc1ccc(OC(F)(F)F)cc1)c1ccncc1	-11.9%
CC(C)n1cc2cc(C(=O)NCCc3ccncc3)sc2c1	-6.8%
O=C(O)CCC(=O)N1CC[C@@H]2[C@H]1C(=O)N(c1ccc(F)c(Cl)c1)C(=O)N2Cc1ccccc1	-23.6%
